High-throughput results (PubChem)
DENV2 CPE – inhibitors of DENV2 cytopathic effect | DENV2-infected cells, cytopathic effect rescue, plate reader | CPE inhibition, % at 9.99 µM | 350,000 compounds, 1.7% hits; in the data active = CPE inhibition above about 20%, passing the limit was not always enough; inconclusive = no clear call, values can overlap the other calls; tested in BHK-21 cells;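 note: 0% = median of neutral control wells and 100% = median of positive control wells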
CFTR F508del cor – CFTR F508del correction in bronchial cells | CFBE cells, YFP halide quenching; stimulated with forskolin plus potentiator P3; % fluorescence drop versus neutral controls | activity (quench increase), % at 7.58 µM | 350,000 compounds, 0.36% hits;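 active = mean added fluorescence quench of at least 8% versus neutral control, with both replicates also reaching 8%; inconclusive = only one of the mean or replicate conditions met; inactive = mean below 8% and not both replicates reaching 8%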;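 note: cells transiently co-express mutant CFTR-F508del with the halide-sensitive YFP; corrector assay measuring rescue of mutant channel to the surface after 24 h compound exposure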
ERp5 inh – ERp5 (human) disulfide isomerase inhibition; Q15084; ERp5 insulin aggregation, absorbance 650 nm, 90 min; inhibition, % at 9.99 µM; 350,000 compounds, 0.05% hits; AID 651711;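 active = mean replicate inhibition above about 25%, with every replicate also reaching it, limit read from the data, passing the limit was not always enough; inconclusive = only one of those two criteria met; inactive = neither criterion met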
Target sequence (Q15084 whole entry, looked up): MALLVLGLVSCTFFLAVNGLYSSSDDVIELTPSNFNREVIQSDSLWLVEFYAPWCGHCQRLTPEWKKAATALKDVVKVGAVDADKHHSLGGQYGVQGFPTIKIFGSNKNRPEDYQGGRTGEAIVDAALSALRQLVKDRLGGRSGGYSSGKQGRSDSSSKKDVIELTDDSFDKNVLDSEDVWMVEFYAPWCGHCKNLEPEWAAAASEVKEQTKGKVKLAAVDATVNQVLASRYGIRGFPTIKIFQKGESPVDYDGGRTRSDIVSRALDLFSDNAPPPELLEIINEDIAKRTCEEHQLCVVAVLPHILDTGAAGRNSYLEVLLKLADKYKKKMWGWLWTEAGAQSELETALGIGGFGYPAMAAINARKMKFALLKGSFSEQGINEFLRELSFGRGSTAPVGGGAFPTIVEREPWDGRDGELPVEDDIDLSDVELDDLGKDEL
GSIS activator – GLuc luminescence reporter in INS-1E cells, primary screen for activators of glucose-dependent secretion of insulin; INS-1E GLuc reporter insulin secretion, 2-3 h; activation, % at 16.6 µM; 370,000 compounds, 0.61% hits;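 active = lowest replicate activation of at least 40%, so every replicate reaches that level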;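 note: 0% = median of neutral control wells and 100% = median of IBMX positive control wells; some compounds called inactive have numbers as strong as hits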
PAX8 reporter – lowers PAX8-driven luciferase in RMG-I cells. AID 652154. RMG-I TPO-luciferase reporter, SteadyGlo, 24 h. inhibition, % at 12.6 µM. 360,000 compounds, 1.2% hits;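 active = mean replicate inhibition at least 60% with every replicate also reaching 60%; inconclusive = only one of the two criteria is met; inactive = mean below 60% and not all replicates reaching 60%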;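 note: luciferase light reporting Pax8 driven TPO promoter activity; plate controls were median of neutral control wells for no effect and mitoxantrone controls for full effect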
EWS-Fli block – blocks EWS/Fli oncoprotein-driven transcription. inhibition, % at 12.6 µM. 350,000 compounds, 0.67% hits. A673 NR0B1-luciferase reporter, viability-normalised;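 active = mean inhibition of at least 50% after viability correction, with every replicate also passing that limit; inconclusive = mean reaches 50% but only one of two replicates passes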;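 note: firefly luciferase signal divided by Alamar Blue viability fluorescence both relative to DMSO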
XiGFP reactiv – activators of X-chromosome reactivation in mouse fibroblasts; XiGFP mouse fibroblasts, % GFP-positive cells imaging, 3 d; cells co-treated with 5-aza-dC sensitizer; scaled so ellipticine positive control = 100%; 360,000 compounds, 0.055% hits; AID 743238; activation, % at 7.58 µM;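 active = mean normalized replicate activation at least 10% and every replicate at or above 10%; inconclusive = only one of the two criteria met; inactive = mean below 10% and not all replicates reach 10%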;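 note: 0% = median of on-plate neutral control wells and 100% = ellipticine 6 µM median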
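Schedule: 3 d treatment, 15 min room-temperature fixation; system: 68-5-11 XiGFP fibroblast line; buffer or medium: DMEM plus 5-aza-dC sensitizer; control set: ellipticine 6 µM positive control; compound: one concentration, pinned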
ARNT-TACC3 inh – ARNT/TACC3 interaction disruption | 390,000 compounds, 0.66% hits | AlphaScreen His-ARNT PAS-B/GST-TACC3 binding, luminescence; TACC3 fragment carries E629A point mutation | inhibition, % at 9.99 µM | Q9Y6A5;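 active = mean inhibition of replicates at least 50% and at least half of replicates each reaching 50%; inconclusive = half or more replicates reach 50% but mean below 50%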;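 note: 0% = complete ARNT plus TACC3 wells and 100% = ARNT alone without TACC3; many hits fall short of the cut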
An asterisk follows results filed as active; u = inconclusive; x = no result given; & = joins results of further samples.

Every second line gives: PAX8 reporter	EWS-Fli block	XiGFP reactiv	DENV2 CPE	CFTR F508del cor	ERp5 inh	GSIS activator	ARNT-TACC3 inh
CCN(CC(=O)Nc1ccc2c(c1)OCCO2)C(=O)CCOc1ccccc1
    -17	-9	0.1	1	1.8	-3	-20	6
COCc1cc(=O)n2[nH]c(-c3ccco3)cc2n1
    -17	2	-0.1	-6	1.2	5	-3	-4
CN(C)c1ccc(-c2nnn(CC(=O)N3c4ccccc4CCc4ccccc43)n2)cc1
    x	8	x	-3	-2.9	u	-4	7
O=C(C[C@@H]1C[C@H]2c3cc(NC(=O)C4CCC4)ccc3O[C@H]2[C@@H](CO)O1)NCc1ccccn1
    -4	-8	0.1	2	-0.4	-1	12	-1
CCCC(=O)Nc1nnc(SCC)s1
    -8	x	0.0	x	x	x	18	-9
COc1cc(OC)cc(C(=O)NCC(=O)OCC(=O)N2CCc3ccccc32)c1
    10	4	0.0	-6	-2.7	5	-4	1
COc1cccc(S(=O)(=O)Nc2ccc3c(c2)[C@@H]2C[C@H](CC(=O)NCc4ccc(Cl)cc4)O[C@H](CO)[C@@H]2O3)c1
    18	9	0.0	2	-4.6	-1	7	-5
CC1(CC(=O)N/N=C/c2cc3c(cc2Br)OCO3)OCCO1
    0	-5	0.2	0	0.6	-3	0	-3
COc1ccc2c3c(n(C)c2c1)[C@H](CO)NCC31CCN(C(=O)c2cccc(F)c2)CC1
    x	-6	0.0	13	0.6	-5	12	x
COc1ccc2c3c([nH]c2c1)[C@H](CO)N(Cc1ccccc1OC)CC31CN(C)C1
    x	-4	0.1	-4	1.3	6	-6	x
C[C@H](CO)N1C[C@H](C)[C@@H](CN(C)C(=O)Nc2ccc(C(F)(F)F)cc2)Oc2ccc(NS(=O)(=O)c3cccs3)cc2C1=O
    9	-1&-6	0.8&0.1	-4&-11	-1.2&4.0	-5&4	-14&-12	-3&-3
COc1cc(C(C)=O)ccc1OCc1cn(CC(=O)c2ccc(O)cc2)nn1
    -25	4	-0.1	7	2.0	-3	5	8
CC(=O)Nc1ccc(SCC(=O)NC(=O)c2ccccc2Br)cc1
    -18	-2	0.0	3	-1.2	-10	6	1
CC(C)c1cccc(C(C)C)c1NC(=O)Cn1c(=O)cnc2ccccc21
    -19	-4	0.0	x	5.4	1	17	-3
CCOC(=O)Cc1csc(/N=C/c2c(O)n(-c3ccccc3C(F)(F)F)c(=O)c3ccccc23)n1
    11	x	0.0	x	x	x	-20	4
COc1ccc(NC2CCCN(C(=O)CCN3CCOCC3)C2)cc1 (stereo not drawn)
    -1	x	0.0	2	3.3	5	15	2
CN1CCN(C(=O)C[C@H]2C[C@@H]3c4cc(NC(=O)c5cccnc5)ccc4O[C@@H]3[C@@H](CO)O2)CC1
    -5	-2	-0.1	5	-2.9	x	1	6
Cc1cc(C(=O)COc2ccc3ccc(=O)oc3c2)c(C)n1Cc1cccs1
    0	x	0.1	x	x	x	14	-2
CC1CCN(c2nnc(-c3ccccc3)c3ccccc23)CC1
    13	4	0.0	-5	-1.9	-3	-13	9
Cn1c(=O)c(C(=O)CN2CCN(S(=O)(=O)c3ccccc3)CC2)c(N)n(Cc2ccccc2)c1=O
    14	x	0.1	x	x	x	-4	-2
COc1ccc(S(=O)(=O)N2CCc3ccccc32)cc1C(=O)Nc1cccnc1
    14	4	-0.7	-10	-4.7	u	50*	-6
CC(C)CC#Cc1ccc([C@@H]2[C@@H](CO)N3CCCCN(S(=O)(=O)c4ccc(F)cc4)C[C@H]23)cc1
    91*	82*	1.4	-25	1.2	1	42	3
O=C(COc1ccccc1)Nc1cc(NC(=O)COc2ccccc2)cc(C(=O)O)c1
    9	10	0.1	-2	0.1	-4	10	1
CCOc1ccc(NC(=O)CC(NCc2ccccn2)C(=O)O)cc1 (stereo not drawn)
    -5	-8	0.0	-7	1.0	-5	7	65*
O=C(c1cccc(Oc2ccccc2)c1)N1CCN(c2ccccn2)CC1
    -29	1	0.1	12	-0.1	-2	-13	x
O=C(CNC(=O)c1ccccc1)NCc1ccc(Cl)cc1
    -5	-17	0.1	-2	-0.4	-6	14	-12
CC(C)NCc1nnc(-c2ccc(Cl)cc2)o1
    20	-37	1.6	-5	-0.2	1	7	-1
CCOc1ccc(CCNc2cc(C)nc3ncnn23)cc1OCC
    4	7	0.0	-9	-1.0	1	0	-5
Cc1cccc(NS(=O)(=O)c2ccc(C)c(C(=O)NC3CCN(Cc4ccccc4)CC3)c2)c1
    10	22	0.0	2	1.4	-3	-19	3
COc1ccc(OC)c(NC(=O)C2(C)CCN2CCc2ccccc2)c1 (stereo not drawn)
    9	6	0.3	5	-2.0	6	-15	x
Nn1c(SCC(=O)Nc2cc(S(=O)(=O)N3CCOCC3)ccc2Cl)nnc1-c1cccnc1
    7	-4	0.1	-3	1.4	-3	8	11
O=C(NCc1ccco1)c1cnn2cccnc12
    10	2	0.0	-3	3.0	-10	2	-2
CC(=O)N1CCc2cc(Br)cc(S(=O)(=O)CCC(=O)Nc3c(C)n(C)n(-c4ccccc4)c3=O)c21
    2	-21	0.0	-3	-1.8	1	8	1
COc1ccc2oc(C(=O)OCC(=O)N(C)c3ccccc3)c(C)c2c1
    -20	-4	-0.1	8	-4.7	-1	2	1
C[C@@H]1C=C(C(=O)N2CCN(Cc3ccc4c(c3)OCO4)CC2)O[C@H](OCCCCO)C1
    -24	0	0.7	21*	-0.2	7	x	-7
CCCOc1ccc(C(=O)N(CC(C)C)c2c(N)n(Cc3ccccc3)c(=O)[nH]c2=O)cc1
    -3	-1	0.2	0	-0.2	-2	4	x
COc1cc(C2CC(=O)Oc3ccc(C(C)(C)C)cc32)cc(OC)c1OC (stereo not drawn)
    -9	-5	-0.1	0	-4.0	8	-12	35
CN(C)CCCNC(=O)C[C@H]1CC[C@@H]2[C@H](COC[C@H](O)CN2Cc2cccc(F)c2)O1
    3	-10	0.0	2	0.3	-6	18	1
Cc1ccc(S(=O)(=O)NNC(=O)Nc2ccc(C)c(C)c2)c(C)c1
    0	2	0.4	15	0.6	2	1	-1
COc1ccc(/C=C(/NC(=O)c2ccccc2)C(=O)NCc2ccncc2)cc1
    -11	-3	0.2	u	5.5	4	4	0
CC[C@]12c3[nH]c4ccc(OC)cc4c3CCN1C(=O)C(CC(=O)NCCCN(C)C)C[C@@H]2C(=O)N1CCN(C(=O)C2CC2)CC1 (stereo partly drawn)
    2	-5	0.0	-11	3.2	7	-3	-6
CCS(=O)(=O)N1Cc2ccccc2CC1C(=O)NCCc1c[nH]c2ccccc12 (stereo not drawn)
    23	5	0.0	0	-1.1	3	6	-7
CCOc1ccc(S(=O)(=O)n2cc(F)c(=O)[nH]c2=O)cc1
    5	0	0.0	-2	-4.5	8	23	x
CCn1c(=O)c(C(=O)NNC(=O)c2ccccc2Cl)c(O)c2ccccc21
    0	6	0.0	2	-2.9	-4	17	6
CCOC(=O)c1ccc(CN2Cc3ccccc3C2=O)cc1
    -24	0	0.3	12	-0.2	2	-1	-16
C[n+]1ccccc1/C=C/c1ccccc1Cl
    8	7	0.3	-4	x	-2	x	-1
CC(C)NC(=O)Nc1ccc2c(c1)C(=O)N([C@H](C)CO)C[C@H](C)[C@@H](CN(C)Cc1ccc(Cl)c(Cl)c1)OCCCC[C@@H](C)O2
    -14	-4	0.0	-2	-0.6	8	1	-5
O=C1N(Cc2cccnc2)C[C@@H]2C[C@@H](c3cccc(OC4CCCC4)c3)N3CCC[C@@]123
    20	19	0.0	4	2.5	-6	26	6
O=C(NC(=S)Nc1nc(-c2ccc(Cl)cc2)cs1)c1cccs1
    12	3	0.0	5	-2.7	1	1	1
O=C(O)C1CC(c2ccccc2)=Nc2ccccc2S1 (stereo not drawn)
    -94	-68	0.0	0	0.8	-5	5	8

(continued)
Every second line gives: PAX8 reporter	EWS-Fli block	XiGFP reactiv	DENV2 CPE	CFTR F508del cor	ERp5 inh	GSIS activator	ARNT-TACC3 inh
COc1cccc(NC(=O)CSCc2cc(=O)n3nc(C4CC4)sc3n2)c1
    -8	x	0.1	1	-1.7	0	4	-2
CCC(=O)Nc1ccc2c(c1)OC[C@@H](C)N(Cc1cccnc1)C[C@@H](C)[C@@H](OC)CN(C)C2=O
    -3	2	-0.1	-2	2.4	0	6	x
COc1ccc(NC(=O)CSc2nnnn2-c2ccc(F)cc2)cc1
    12	-6	0.3	-6	1.4	-1	6	4
O=C(CSc1nnnn1-c1cccnc1)Nc1ccccc1F
    3	-3	0.0	-3	-2.4	0	27	1
O=C(Cc1c(F)cccc1Cl)N/N=C/c1cccs1
    -13	x	0.0	-3	1.5	-4	-3	-2
CC(=O)N(C)C[C@H]1Oc2ncc(-c3ccccc3F)cc2C(=O)N([C@@H](C)CO)C[C@@H]1C
    x	-1	-1.1	u	-1.5	2	25	-2
Cc1c(NC(=O)CN2C(=O)NC(C)(c3ccc(OC(F)F)cc3)C2=O)c(=O)n(-c2ccccc2)n1C (stereo not drawn)
    8	-1	-0.1	-2	1.3	6	11	-1
O=C(N[C@H]1CC[C@@H](CCNS(=O)(=O)c2ccc(Cl)cc2)O[C@@H]1CO)c1cnccn1
    2	-7	-0.3	-14	-1.2	-9	2	-10
CC(=O)NC(c1ccc(Cl)cc1)c1c(O)ccc2ccc(O)cc12 (stereo not drawn)
    9	9	u	-1	1.9	-4	-20	2
COc1ccc([C@@H]2[C@@H]3C(=O)N(C(C)(C)C)C(=O)[C@@H]3[C@]3(Cc4ccc(Cl)cc4)C(=O)N(c4cccc(Br)c4)C(=O)N23)cc1
    28	0	-0.6	-1	2.0	3	-10	-13
C[C@@H]1CN([C@H](C)CO)C(=O)Cc2cc(NC(=O)Nc3ccc(C(F)(F)F)cc3)ccc2O[C@H]1CN(C)Cc1ccc(C(=O)Nc2ccccc2N)cc1
    x	3	-0.1	-3	1.5	-6	10	-20
COCCNc1nnc(SCC(=O)N(C)c2c(N)n(Cc3ccccc3)c(=O)[nH]c2=O)s1
    -6	-2	0.0	-1	1.6	3	17	x
O=C1CCCN1CCCNS(=O)(=O)c1ccc(Br)s1
    9	-5	0.0	x	-0.3	-1	13	-1
CCS(=O)(=O)N1Cc2ccccc2CC1C(=O)Nc1nc2ccc(F)cc2s1 (stereo not drawn)
    44	-91	-0.1	8	0.3	-4	x	3
O=C(COC(=O)/C=C/c1ccc(F)cc1)Nc1ccccc1-c1ccccc1
    -12	4	0.4	x	-0.1	1	3	0
C[C@@H]1CN([C@H](C)CO)C(=O)Cc2cc(NC(=O)Cc3ccccc3)ccc2O[C@@H]1CN(C)C(=O)Nc1ccc(C(F)(F)F)cc1
    x	-9	0.2	-10	-0.9	4	-12	-1
O=C1NC(c2ccc(-c3ccccc3[N+](=O)[O-])o2)C(C(=O)c2ccc(F)cc2)C(O)(C(F)(F)F)N1 (stereo not drawn)
    7	x	0.0	x	x	x	-6	14
Cc1ccc(NC(=O)COC(=O)CCNS(=O)(=O)c2ccc(C)c(C)c2)cc1
    -4	x	0.0	x	x	x	-10	-43
COC1=C(Nc2ccc(C)cc2)C(=O)c2ccccc2C1=O
    31	-131	0.0	u	-3.3	3	-5	51*
Cc1ccc(C(=O)c2c(NC(=O)CSc3nnc(N)s3)sc3c2CCCC3)cc1
    -19	21	0.0	16	1.7	0	3	9
